Rat MKP-3 inhibitors = inhibition of rat DUSP6 enzyme activity – biochemical, in vitro, primary screen (AID 425). one-dose inhibition, % at 20 µM; IC50 in µM for titrated hits. 0.17% of 110,000 active. recombinant MKP-3 phosphatase activity, fluorescence; higher % means a stronger effect; in the data active = inhibition above about 50%;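 also: plate controls were vehicle for no effect and reference inhibitor for full effect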
Hsp70 inhibitors = Hsp70 inhibitors, probe displacement, primary screen, biochemical, fluorescence polarization (AID 583); Hsp70 fluorescence polarization probe displacement, mP; higher % means a stronger effect; displacement, % at 20 µM, or IC50 in µM where a hit was titrated; 0.06% of 140,000 active; in the data active = displacement above about 50%;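 also: plate controls were vehicle for no effect and reference ligand for full effect; a part of the inactive calls stands beside numbers as strong as those of hits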
* = called active by the depositor; x = no result given; & = joins results of further samples. A portion of the library (hit frequency here may not be typical).

SMILES	Rat MKP-3 inhibitors	Hsp70 inhibitors
C/C(=N\Nc1cc(-n2cc(C)cn2)ncn1)c1ccc(Cl)c(Cl)c1	-3.2%	4.6%
Cc1cc(=O)oc2c(C(=O)c3ccccc3)c(OC(=O)c3ccccc3)ccc12	0.6%	-0.2%
COC(=O)C(F)(F)C(F)(F)C(F)(F)OC(F)(C(=O)OC)C(F)(F)F (stereo not given)	-0.7%	4.1%
CCCCOC(=O)C(NC(=O)c1ccccc1)=C(C)C	3.7%	1.3%&3.2%
Cc1ccc2nc(-c3ccc(S(=O)(=O)N4CCOCC4)cc3)cn2c1	1.7%	2.7%
Cc1ccc(C(=O)NCCCN2CCOCC2)cc1N1CCCC1=O	12.4%	-0.3%
O=C1/C(=C\c2ccco2)SC(=S)N1C1CCCCC1	-0.1%	-2.4%
COC(=O)[C@H](Cc1ccccc1)NC(=O)N1CCC(C)CC1	x	-2.0%
O=C(NCCC(CN1CCOCC1)([N+](=O)[O-])[N+](=O)[O-])c1ccccc1	-1.5%	-2.4%
Cc1ccc(NC(=O)C(=O)NCCN2CCOCC2)cc1	1.1%	-3.5%
CCCCOC(=O)n1c(SCC(=O)N(C)C)nc2ccccc21	-7.1%	-0.5%
Cc1ccc(-n2nc3cc(C)c(NC(=O)c4cccc(Cl)c4)cc3n2)cc1	3.0%	-5.5%
O=C(c1sc2ccccc2c1Cl)N1CCN(Cc2ccc3c(c2)OCO3)CC1	4.7%	-4.0%
Cc1cc(C)nc(N2CCCC(C(=O)Nc3nnc(C(C)C)s3)C2)n1 (stereo not given)	x	8.1%
CC1CCc2nc3ccc(S(=O)(=O)N4CCC(C(=O)NC5CCCC5)CC4)cc3c(C(=O)O)c2C1 (stereo not given)	-11.5%	0.7%
COc1ccccc1NC(=O)C(=O)NCc1ccco1	-0.9%	1.2%
Cc1ccc(C(=O)C[n+]2cccc(C(N)=O)c2)cc1[N+](=O)[O-]	-1.1%	2.1%
C=CCc1cc(C)ccc1OCCn1ccnc1	x	9.3%
O=C(CN(c1cccc(Cl)c1)S(=O)(=O)c1ccccc1)Nc1ccccc1Cl	1.6%	-1.4%
Cc1ccc2ncnc(Nc3ccc(C)c(C)c3)c2c1	x	1.9%
C=CCOC(=O)C(C#N)c1nc2ccccc2nc1N1CCN(Cc2ccccc2)CC1 (stereo not given)	7.2%	12.2%
CC1=C(C(=O)N2CCCCCC2)C2(CCC(C)CC2)OC1=O (stereo not given)	-9.7%	1.5%
CCCCOc1cccc(OCCCC)c1C(=O)Nc1cc(C)on1	-9.2%	x
O=S(=O)(NCC1CCCO1)c1ccc(Br)c2ccccc12 (stereo not given)	2.2%	2.8%
CC1(C)CC(NC(=O)CCC2CCCC2)CC(C)(C)N1	4.1%	4.5%
Continued:
SMILES	Rat MKP-3 inhibitors	Hsp70 inhibitors
CCn1c(=O)c2cc(C(=O)N3CCN(C(=O)c4ccco4)CC3)sc2c2ccccc21	2.4%	-5.8%
COc1ccc(OCC(=O)N2c3ccccc3C(Nc3ccccc3)CC2C)cc1 (stereo not given)	5.4%	-5.5%
CCNC(=O)CC1S/C(=N\N=C2/CCCc3ccccc32)NC1=O (stereo not given)	2.5%	-1.5%
O=C(Nc1ccccn1)C(=O)NC1CCCCC1	-3.2%	5.0%
Cc1cc(NS(=O)(=O)c2ccc(NC(=O)C(c3ccccc3)c3ccccc3)cc2)no1	x	22.6%
O=C(NCc1ccccc1)C(O)(c1ccc(Cl)cc1)c1ccc(Cl)cc1	4.1%	3.1%
Cc1nnc(Nc2ccc3c(c2)nc(C)n3Cc2ccccc2)c2ccccc12	0.4%	-1.0%
CC1(C)NC(=O)N(CC(O)COc2cccc3ccccc23)C1=O (stereo not given)	-2.3%	2.9%
Cn1c(CSc2ncccn2)nnc1SCC(=O)N1CCCc2ccccc21	-7.1%	4.3%
COC(=O)c1cc(-c2cccc(OC)c2)n[nH]1	-4.1%	3.8%
O=C(c1ccco1)N1CCN=C1SCc1cccc(F)c1	6.1%	6.9%
CCOc1ccc(C=NN2CCN(c3ccc(Cl)cc3)CC2)cc1	-2.3%	2.9%
Brc1ccc(/C=N/n2c(-c3ccccc3)nnc2-c2ccccc2)cc1	-2.7%	2.9%
O=C(NCCc1ccccc1)c1cc(-c2ccc3c(c2)OCO3)on1	11.4%	2.0%
CCOc1ccc(C(=O)N2CCCc3ccccc32)cc1OCC	-0.4%	9.2%
CCCC(=O)Nc1nnc(-c2cccc(OCC)c2)s1	-1.1%&-1.5%	-3.7%&9.5%
O=C(Nc1cc(C(F)(F)F)ccc1Cl)c1cc(C2CC2)on1	-5.2%	-2.3%
Cc1[nH]n(-c2ccccc2)c(=O)c1C=Nc1ccc(S(=O)(=O)N(C)C)cc1	0.2%	-7.4%
Oc1ccccc1C1=Nc2ccccc2N=C(C(F)(F)F)C1	2.4%	1.7%
CCCn1c(=O)c2ccccc2n2c(SCC(=O)Nc3cc(C)on3)nnc12	-3.7%	0.3%
COc1cc(CN2CCN(Cc3ccccn3)CC2)cc(OC)c1O	0.2%	-0.4%
CCN1C(=O)c2cccc3c(NC(=O)C4CCCCC4)ccc1c23	1.6%	-56.6%
COC(=O)C1=C(C)N(c2ccccc2F)C(=O)/C1=C\c1ccccc1F	4.6%	-4.0%
CCCCOc1ccc(NC(=O)c2cnc(C)cn2)cc1	-7.5%	-6.3%
CC1CN(S(=O)(=O)c2cccc3nsnc23)CC(C)O1 (stereo not given)	x	-4.1%
The listing continues.
SMILES	Rat MKP-3 inhibitors	Hsp70 inhibitors
COC1(OC)N=C(N)C2(C#N)C(c3ccc4c(c3)OCO4)C12C#N (stereo not given)	-0.5%	2.0%
O=Cc1ccc(-c2ccc(C(=O)O)cc2)o1	0.8%	0.2%
C=CCNCCCCOc1ccc(Br)cc1	-1.0%	2.5%
COc1ccc(-n2nc(C(=O)NCC(=O)NCc3ccco3)c3ccccc3c2=O)c(OC)c1	x	-1.6%
CCc1nc2sc3ccccc3c(=O)c2c(=O)n1Cc1ccco1	-3.6%	5.0%
O=S(=O)(N1CCCCC1)N1CCN(CC(O)COc2ccc3cc(Br)ccc3c2)CC1 (stereo not given)	x	0.6%
O=C1CC(N2CCC(Cc3ccccc3)CC2)C(=O)N1CCc1ccccc1 (stereo not given)	-1.6%	1.1%&0.4%
Cc1cc(C)c(NC(=O)c2ccc3c(c2)C(=O)N(c2ccc(Sc4ccc([N+](=O)[O-])cc4)cc2)C3=O)c(C)c1	2.2%	-1.1%
O=C(c1cccc(F)c1)N1CCC(O)(c2cccnc2)CC1	x	-2.9%
CCOC(=O)c1cc2c(=O)n3cccc(C)c3nc2n(Cc2ccco2)c1=NC(=O)c1cccnc1	-4.5%	17.4%
CN(C)c1ccc(NC(=O)C2CC(=O)N(c3ccc(F)cc3)C2)cc1 (stereo not given)	-2.4%	3.5%
CCOc1ccc(C(=O)CN2CCN(S(=O)(=O)c3ccc(OC)cc3)CC2)cc1	-1.2%	-0.6%
CCOCCc1nnc(NC(=O)CN2C(=O)c3ccccc3C2=O)s1	-10.5%	-6.6%
COc1ccccc1C(=O)N/N=C(\C)c1ccc(C)o1	0.7%	6.9%
CCc1cccc(NS(=O)(=O)c2ccc3c(c2)oc(=O)n3C)c1	3.6%	-1.1%
Cc1cc(=O)oc(C)c1C(=O)Nc1ccc2nsnc2c1	-8.1%	4.8%
COc1ccc(C(c2nnnn2CC2CCCO2)N2CCN(c3ccccc3)CC2)cc1 (stereo not given)	-1.6%	8.5%
O=C(CCCc1ccccc1)NCc1cccnc1	-2.6%	-6.6%
Cc1ccc2c(CN3CCN(S(=O)(=O)c4ccc5c(c4)OCCO5)CC3)cc(=O)oc2c1C	6.2%	-11.7%
Cc1cccc(C2(c3cccc(C)c3)CC2C(=O)Nc2ccccc2Cl)c1 (stereo not given)	-1.2%	-0.5%
O=C(Nc1ccc(O)cc1)c1ccc2c(c1)C(=O)N(c1ccccn1)C2=O	-1.5%	4.1%
COc1ccccc1N1C(=O)c2cccc3c(Cl)ccc(c23)C1=O	-0.1%	5.5%
O=c1[nH]c(N2CCCCC2)nc2c1CCCC2	-0.4%	5.2%
Cn1c2c(c3cc([N+](=O)[O-])ccc31)CCCC2=O	-4.4%	-3.3%
Cc1ccc(-c2ccccc2)n1-c1ccc(C(=O)O)cc1	3.3%	-1.6%

Entries of single compounds, looked up by structure. Values in the order: Rat MKP-3 inhibitors | Hsp70 inhibitors
CC1(C)CC(NC(=O)CCC2CCCC2)CC(C)(C)N1 is listed with 4.1% | 4.5%
Cc1ccc(C(=O)C[n+]2cccc(C(N)=O)c2)cc1[N+](=O)[O-] is listed with -1.1% | 2.1%
Cc1ccc2c(CN3CCN(S(=O)(=O)c4ccc5c(c4)OCCO5)CC3)cc(=O)oc2c1C is listed with 6.2% | -11.7%
CCOc1ccc(C=NN2CCN(c3ccc(Cl)cc3)CC2)cc1 is listed with -2.3% | 2.9%
Cc1ccc2ncnc(Nc3ccc(C)c(C)c3)c2c1 is listed with x | 1.9%

Continued:
SMILES	Rat MKP-3 inhibitors	Hsp70 inhibitors
O=C(Cc1coc2ccc3ccccc3c12)N1CCN(c2ncccn2)CC1	0.4%	-2.5%
Cc1ccc(S(=O)(=O)N2CCOCC2)cc1C(=O)NC1CCCCC1	-5.1%	6.3%
COc1cc(/C=C2\C(=O)NC(=O)N(c3ccc(C)c(C)c3)C2=O)cc(I)c1O	2.4%	7.9%
O=C(CSc1nnnn1C1CCCCC1)Nc1ccc2c(c1)OCO2	-2.4%	-1.5%
COc1ccc(C2=N/C(=C\N(C)C)C(=O)O2)cc1	0.8%	5.4%
CC(=O)c1cccc(NC(=O)CN2C(=O)COc3ccc(Cl)cc32)c1	-1.8%	-5.3%
CCOC(=O)C(=CNc1ccccc1O)C(=O)OCC	2.5%	-0.4%
N#Cc1nc(-c2ccco2)oc1N1CCC(Cc2ccccc2)CC1	x	1.5%
CCOP(=O)(OCC)C(C)(C)NC(=O)c1cc([N+](=O)[O-])cc([N+](=O)[O-])c1	x	7.6%
O=C1NC(=S)S/C1=C\c1ccccc1OS(=O)(=O)c1ccc([N+](=O)[O-])cc1	1.6%	-6.3%
CCOc1ccc(C2/C(=C(/O)c3ccc(OC)cc3)C(=O)C(=O)N2c2cc(C)on2)cc1OC (stereo not given)	-0.8%	0.4%
CCn1cc(C(=O)NCc2ccco2)c(=O)c2cc(F)c(N3CCN(C(=O)c4ccco4)CC3)cc21	-10.7%	11.1%
Cn1c(SCC(=O)NC(=O)NCc2ccco2)nnc1-c1ccccc1	x	16.1%
O=C(COC(=O)CCc1ccc(S(=O)(=O)N2CCOCC2)cc1)Nc1ccc(Cl)cn1	-1.7%	6.1%
Cn1c(=O)c2c(O)cc(=O)n(-c3ccccc3)c2n(C)c1=O	1.1%	1.4%
COC(=O)c1sc(NC(=O)CSc2nc3cccnc3n2C2CCCCC2)nc1C	-10.6%	-2.3%
CN1CCN(C(=O)CCn2nc(-c3ccccc3)c3ccccc3c2=O)CC1	-2.9%	0.1%
COC(=O)C1=C(C)N(c2ccc(F)cc2)C(=O)/C1=C\c1ccc([N+](=O)[O-])cc1	3.6%	-0.6%
Cc1ccc2c(CSc3nc4ccccc4c(=O)n3CCCO)cc(=O)oc2c1C	x	-0.8%
O=C1OC(/C=C/c2ccccc2)=NC/1=C/c1ccc(-c2ccc3c(c2)C(=O)NC3=O)o1	6.7%	-32.4%
Cc1cc(-c2ccc(/C=c3\sc4nc5cc(Br)cnc5n4c3=O)o2)c(C)c([N+](=O)[O-])c1	4.3%	-1.6%
CC(C)(C)C1CCC2(CC1)C(C#N)=C(SCC(=O)NC1CCCCC1)NC(=O)C2C#N (stereo not given)	1.1%	1.4%
Cn1c(SCC(=O)Nc2ccc(F)cc2F)nnc1-c1cccnc1	-3.2%	5.1%
Cc1ccc(N2C(=O)C3C4c5ccccc5C(C)(c5ccccc54)C3C2=O)cc1 (stereo not given)	-9.2%	-0.5%
Cc1nc(NC(=O)C23CCC(C)(C(=O)O2)C3(C)C)sc1C (stereo not given)	6.8%	2.8%

4 of the entries above in order of their number in Rat MKP-3 inhibitors, smallest number first:
canonical_smiles	Rat MKP-3 inhibitors
Cc1ccc(S(=O)(=O)N2CCOCC2)cc1C(=O)NC1CCCCC1	-5.1%
O=C(COC(=O)CCc1ccc(S(=O)(=O)N2CCOCC2)cc1)Nc1ccc(Cl)cn1	-1.7%
O=C(Cc1coc2ccc3ccccc3c12)N1CCN(c2ncccn2)CC1	0.4%
Cc1cc(-c2ccc(/C=c3\sc4nc5cc(Br)cnc5n4c3=O)o2)c(C)c([N+](=O)[O-])c1	4.3%

Structural class, the compounds so far containing a COOH group.
SMILES	Rat MKP-3 inhibitors	Hsp70 inhibitors
CC1CCc2nc3ccc(S(=O)(=O)N4CCC(C(=O)NC5CCCC5)CC4)cc3c(C(=O)O)c2C1 (stereo not given)	-11.5%	0.7%
O=Cc1ccc(-c2ccc(C(=O)O)cc2)o1	0.8%	0.2%
Cc1ccc(-c2ccccc2)n1-c1ccc(C(=O)O)cc1	3.3%	-1.6%

Next part
SMILES	Rat MKP-3 inhibitors	Hsp70 inhibitors
Cn1c(=O)c(Cc2ccccc2)c(O)c2ccccc21	x	7.2%
COc1ccc(-n2c(SCC(=O)N3CCOCC3)nc(O)c(Cc3ccccc3)c2=O)cc1	0.8%	4.2%&0.1%
CCOC(=O)c1ccc(NC(=O)Cc2ccc(Br)cc2)cc1	3.6%	-0.9%
O=C(Nc1ccccc1)/C(=C\c1cccs1)NC(=O)c1ccccc1	-2.2%	1.3%
CCOC(=O)N1CCN(/C=C(\C#N)c2nc3ccccc3s2)CC1	-6.7%	-28.2%
O=C1C(Cl)=C(Nc2ccccc2)C(=O)N1c1cccc(Cl)c1	3.8%	-1.3%
Cn1c(=O)c2c(ncn2CC(=O)N2CCc3ccccc3C2)n(C)c1=O	-4.2%&6.4%	10.1%&-2.2%
Fc1ccc(C2C=C(c3ccccc3)NC(=S)N2)cc1 (stereo not given)	4.6%	0.8%
CCCNS(=O)(=O)c1cc(Br)cc2c1N(C(=O)CC)CC2	10.4%	-3.4%
O=S(=O)(c1cccc(-c2nnco2)c1)N1CCCC1	-9.7%	0.9%

Screening data as filed in PubChem BioAssay.
